Screening results: PubChem, National Center for Advancing Translational Sciences (NCATS)
PLK1 PBD block: inhibitors of human PLK1 polo-box domain binding. Potency, µM, for the others: max response, negative = inhibition, hits mostly inhibitors. Plk1 PBD binding of FITC phosphopeptide, fluorescence polarization. actives 2.8% (n = 360,000). AID 720504; further: potency means the concentration at half of the fitted maximal effect; series mostly up to about 57 µM; on the % scale 0 is the no-effect control and ±100 the full control effect; nearly all actives have a fitted effect of over 65% in size
Target sequence (P53350 whole entry, looked up, the tested form may be a part): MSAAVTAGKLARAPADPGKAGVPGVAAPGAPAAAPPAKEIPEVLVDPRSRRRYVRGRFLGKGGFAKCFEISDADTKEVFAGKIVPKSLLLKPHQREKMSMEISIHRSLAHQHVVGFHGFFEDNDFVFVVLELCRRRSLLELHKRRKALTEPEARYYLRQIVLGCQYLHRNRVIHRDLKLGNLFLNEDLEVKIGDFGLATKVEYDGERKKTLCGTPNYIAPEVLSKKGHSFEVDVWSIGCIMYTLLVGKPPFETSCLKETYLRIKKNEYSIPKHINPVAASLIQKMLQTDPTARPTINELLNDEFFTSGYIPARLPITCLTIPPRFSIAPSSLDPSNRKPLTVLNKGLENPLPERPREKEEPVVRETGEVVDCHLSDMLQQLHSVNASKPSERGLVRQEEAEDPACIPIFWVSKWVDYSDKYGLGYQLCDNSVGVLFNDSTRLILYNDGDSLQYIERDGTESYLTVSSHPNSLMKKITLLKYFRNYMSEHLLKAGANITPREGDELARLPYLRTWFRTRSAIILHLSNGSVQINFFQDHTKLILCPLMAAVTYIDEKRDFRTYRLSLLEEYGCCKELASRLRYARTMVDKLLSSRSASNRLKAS
CCT modulator: modulators of cytosolic chaperonin (CCT/TRiC) activity. AID 651819. purified chaperonin ATPase assay, HTRF ADP detection, 30 min. actives 0.3% (n = 360,000). activity change, % (concentration not given with the values), hits read low; in the data active means activity change below about -30%; further: on the % scale 0 is the no-effect control and ±100 the full control effect
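First, chaperonin was dispensed at 40 nM or 20 nM final depending on batch activity. Next, compounds were pinned at 76 uM and ATP added at 10 uM. After 30 min at 37 °C, ADP detection reagents ran 30 min at ambient temperature.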
EPAC1 ag: agonists of human EPAC1 | O95398 | EPAC1 agonist qHTS, biochemical assay; response scale: 100% = response to 6.5 mM cAMP | Potency, µM (doses to about 154 µM), for the others: at the top dose activation, usual class: activators | actives 0.073% (n = 360,000) | AID 720707; further: potency means the concentration at half of the fitted maximal effect; nearly all actives have a fitted effect of over 60% in size
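Compounds were pinned as a concentration titration into mixtures of EPAC1 (100 nM), BODIPY-GDP-loaded Rap1B (250 nM) and GDP (50 uM). After 5 min at room temperature, fluorescence was followed for 30 min; activity was scaled to 6.5 mM cAMP.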
IL2 activator: activates IL-2 in a cell-based reporter assay | actives 0.065% (n = 360,000) | AID 652025 | activation, % (series mostly up to about 46 µM) | IL-2 activation reporter assay, cell-based qHTS; stimulated with anti-CD3/CD4/CD28 beads; in transgenic mouse T cells; in the data active means activation above about 50%; inconclusive means mostly about 30% to 49%; further: 0% is about no effect
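First, unstimulated transgenic mouse T cells were exposed to compound for 60 min. Next, anti-CD3/anti-CD4-coated beads with anti-CD28 were added. Finally, after 18 h at 37 degrees C, EGFP and DsRed were imaged.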
EPAC2 ag: EPAC2 (human) agonism | EPAC2 activation, biochemical qHTS; response scale: 100% = 6.5 mM cAMP response | actives 0.079% (n = 360,000) | Q8WZA2 | Potency, µM (series often up to 154 µM), without a hit: at the top dose activation, actives largely listed as activators; further: potency means the concentration at half of the fitted maximal effect; nearly all actives have a fitted effect of over 50% in size
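Nucleotide exchange monitored as fluorescence drop when BODIPY-GDP leaves Rap1B. Reaction: 100 nM EPAC2, 250 nM RAP1B-BODIPY-GDP, 50 uM GDP, room temperature, kinetic read over 30 min. Activity expressed relative to 6.5 mM cAMP.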
PI5P4Ka inh: inhibitors of human PI5P4K alpha; max response, %; actives 1.2% (n = 330,000); P48426; PI5P4Kalpha enzyme, ADP-Glo luminescence, 60 min; hits give low values; active means max response of -50% or lower; inconclusive means between -30% and -50%; inactive means -30% or higher; further: value at the top dose of about 77 µM; on the % scale 0 is the no-effect control and ±100 the full control effect
Target sequence (P48426 whole entry, looked up): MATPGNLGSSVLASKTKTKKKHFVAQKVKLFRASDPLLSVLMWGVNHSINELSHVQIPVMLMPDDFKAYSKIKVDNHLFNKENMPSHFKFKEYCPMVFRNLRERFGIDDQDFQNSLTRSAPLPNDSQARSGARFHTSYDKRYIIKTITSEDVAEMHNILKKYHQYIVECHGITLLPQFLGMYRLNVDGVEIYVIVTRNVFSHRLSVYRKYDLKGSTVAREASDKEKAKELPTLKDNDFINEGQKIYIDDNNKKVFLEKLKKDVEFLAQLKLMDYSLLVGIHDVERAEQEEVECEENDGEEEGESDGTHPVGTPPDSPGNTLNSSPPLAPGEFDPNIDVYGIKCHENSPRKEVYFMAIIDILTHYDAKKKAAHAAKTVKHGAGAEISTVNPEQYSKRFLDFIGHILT
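PI5P4Kalpha ADP-Glo assay; 5 microM ATP final; 60 min RT reaction; HEPES pH 7.4/EGTA/CHAPS, 5% DMSO; controls lacking substrate or enzyme; luminescent end-point.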
EPAC1 antagonist: antagonists of human EPAC1; actives 0.14% (n = 360,000); EPAC1 GEF assay, Rap1b-BODIPY-GDP exchange fluorescence; Potency, µM (titrated, usually from 115 µM), without a hit: top-dose activity change, negative = inhibition, usual class: inhibitors; O95398;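 further: potency means the concentration at half of the fitted maximal effect; plate controls were vehicle for no effect and positive control for full effect; nearly all actives have a fitted effect of over 50% in size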
WRN helicase inh: inhibitors of human WRN helicase. AID 651768. actives 0.46% (n = 360,000). Potency, µM (titrated, usually from 114 µM), without a hit: at the top dose activity change, negative = inhibition, hits mostly inhibitors. Q14191. WRN helicase unwinding, fluorescent forked duplex, kinetic; further: potency means the concentration at half of the fitted maximal effect; on the % scale 0 is the no-effect control and ±100 the full control effect; nearly all actives have a fitted effect of over 55% in size
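Enzyme (20 nM final) and test compound sit together 15 min at room temperature before substrate addition. Substrate is a single-forked duplex oligonucleotide (100 nM) labelled with fluorophore and quencher, with 2 mM ATP; helicase unwinding raises red fluorescence, read kinetically.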
The depositor's hits bear a star; ? = inconclusive; nt = no result given; [ ] = remark or other dose. Unless noted, the call rests on the fitted dose curve; in most records, active means well fitted curve in the direction sought with a large enough effect; inconclusive means small, poorly fitted or top-dose-only effect, or another doubt; inactive means no such curve, though single readings can be large; an effect the other way counts as inactive or inconclusive.

molecule,PLK1 PBD block,CCT modulator,EPAC1 ag,IL2 activator,EPAC2 ag,PI5P4Ka inh,EPAC1 antagonist,WRN helicase inh
Cc1ccc(C(=O)Nc2nc(C(N)C(C)C)cs2)cc1 (stereo not given),-7%,0.6,0%,-0.4,0%,9,-1%,-4%
COc1ccccc1CN1CCNC(=O)C1CC(=O)NCCCN1CCOCC1 (stereo not given),0%,-1.3,-1%,-0.3,1%,1,-6%,-3%
Cc1c(C(=O)OCC(=O)Nc2ccccc2OC(F)F)cccc1[N+](=O)[O-],-1%,-0.6,-6%,0.5,6%,6,-24%,6%
COc1ccc(CN2CCC(=O)N([C@H](CO)CC(C)C)CC2)cc1,-8%,-1.0,-20%,0.1,12%,-6,-6%,4%
CC(C)CCOc1ccc(/C=N/N2C(=O)CSC2=S)cc1,-13%,-2.2,1%,-0.6,-8%,-11,-5%,-2%
O=C(COc1ccc(Cl)cc1)NCc1nnc(SCC(=O)NCc2ccc3c(c2)OCO3)o1,1%,-0.8,-3%,-1.0,-1%,4,7%,-2%
CSc1ccc(C(=O)C2CCCN(C(=O)c3cccc(N4CCOCC4)c3)C2)cc1 (stereo not given),1%,1.7,2%,-0.3,1%,-1,2%,2%
Fc1ccc(NC(=S)NC2CC3CCCC(C2)N3Cc2cccs2)cc1 (stereo not given),-5%,-4.1,3%,0.4,14%,2,-28%,-28%
CCC(=O)NC(c1cc(Cl)c2cccnc2c1O)C(C)C (stereo not given),nt,nt,-6%,-0.8,3%,nt,-26%,nt
C/C(Cn1nnc2ccccc21)=N\NC(=O)c1ccc(Br)cc1,-6%,-0.3,6%,-5.0,2%,0,13%,-10%[57.1 µM]
COc1ccccc1OCCn1cc(C(=O)C(C)C)c2ccccc21,-4%,1.9,-14%,-3.7,2%,1,-14%,2%
COc1ccc(C(=O)N(c2ccc(C)cc2)C2C=CS(=O)(=O)C2)cc1OC (stereo not given),5%,1.2,2%,-1.2,1%,0,-12%,3%[57.1 µM]
CC(C)C(C)(C#N)NC(=O)CSc1ncnc2sc(-c3ccccc3)cc12 (stereo not given),-5%,1.3,14%,-2.0,-2%,nt,1%,1%
Cc1cccc(C(=O)Nc2ccc(C(=O)c3ccncc3)cc2)c1,0%,0.6,-1%,-2.9,3%,7,-9%,-1%
CCCn1c(=S)[nH]c2cc(C(=O)N3CCc4ccccc43)ccc2c1=O,-8%,0.4,14%,-3.8,2%,1,-13%,0%
COc1ccc(S(=O)(=O)CC(=O)c2cc(C)c(O)c(C)c2)cc1,-10%,0.9,13%,-1.5,0%,-24,-19%,-7%
CC1=C(C(=O)Nc2ccccc2)C(c2ccc3c(c2)OCO3)C2=C(CCCC2=O)N1 (stereo not given),-20%,-0.5,0%,0.6,-6%,-4,4%,9%
COc1cccc(C2C(C#N)=C(N)Oc3cc(C)[nH]c(=O)c32)c1OC (stereo not given),-7%,-7.1,-6%,1.2,2%,-3,14%,-8%
COc1ccccc1C(=O)N1CCN(C(=O)COc2cccc(C)c2)CC1,-13%,-0.7,-2%,0.6,11%,7,-3%,6%
CCCCOc1ccc(-c2n[nH]c(=S)n2Cc2ccccc2)cc1,-7%,-21,-8%,0.0,-14%,-4,-16%,1%
O=C(O)CC(NC(=O)C(c1ccccc1)c1ccccc1)c1ccc(F)cc1 (stereo not given),-7%,0.1,-4%,0.2,3%,3,2%,2%
Cn1c(N)c(C(=O)COC(=O)Cc2ccsc2)c(=O)n(C)c1=O,-3%,-0.3,4%,2.4,0%,9,-7%,-2%
CCC(OC(=O)C1=Cc2ccccc2OC1)C(=O)NC1CCCC1 (stereo not given),3%,0.7,8%,-1.8,7%,nt,-1%,-6%
COc1ccccc1-n1c(SCC(=O)N2CCOCC2)nc(O)c(Cc2ccccc2)c1=O,-8%,-0.1,3%,-1.0,10%,nt,-1%,-5%
CC1=C(C(=O)N(C)C)CC(CC(=O)NCCCN(C)C)C(=O)N1Cc1ccccc1 (stereo not given),-1%,1.4,-5%,-1.6,5%,-2,2%,9%
Cc1ccsc1CNCC(O)c1ccccc1 (stereo not given),-9%,0.9,-2%,1.2,2%,1,-7%,-4%
Cc1noc(/C=C/c2ccco2)c1S(=O)(=O)N1CCC(C(=O)N2CCc3ccccc32)CC1,-2%,0.6,8%,-2.4,-4%,?,-29%,-10%
CCOC(=O)c1sc(NC(=O)c2sc(C)nc2C)nc1C,-1%,0.3,7%,-0.3,6%,9,25%,-15%
CCc1c(C(=O)Nc2ccccc2)c(C)[nH]c(=S)c1C#N,21µM*,-0.1,7%,-0.7,1%,nt,-6%,-20%
CCOc1ccc(NC(=O)C2CCCN(c3cnccn3)C2)cc1 (stereo not given),-16%,-5.1,5%,-2.8,10%,-3,-11%,0%

Ordered by the number under EPAC2 ag (ascending): some entries from above
molecule,PLK1 PBD block,CCT modulator,EPAC1 ag,IL2 activator,EPAC2 ag,PI5P4Ka inh,EPAC1 antagonist,WRN helicase inh
CCCCOc1ccc(-c2n[nH]c(=S)n2Cc2ccccc2)cc1,-7%,-21,-8%,0.0,-14%,-4,-16%,1%
COc1ccccc1CN1CCNC(=O)C1CC(=O)NCCCN1CCOCC1 (stereo not given),0%,-1.3,-1%,-0.3,1%,1,-6%,-3%
CCOC(=O)c1sc(NC(=O)c2sc(C)nc2C)nc1C,-1%,0.3,7%,-0.3,6%,9,25%,-15%

(list continues)
molecule,PLK1 PBD block,CCT modulator,EPAC1 ag,IL2 activator,EPAC2 ag,PI5P4Ka inh,EPAC1 antagonist,WRN helicase inh
Cc1ccc2[nH]c(C(=O)N/N=C/c3ccccc3C(=O)O)c(-c3ccccc3)c2c1,-12%,-2.2,-5%,-1.1,2%,0,-1%,0%
COc1ccc2occ(C(=O)c3ccc(N=C(C)N(C)C)cc3)c2c1,-7%,0.5,2%,-0.8,-84%[inhibitor][15.6 µM],-3,-3%,6%
CCOc1ccccc1N1CCN(Cc2c(C)n(C)n(-c3ccccc3)c2=O)CC1,-1%,-4.2,1%,-1.8,8%,3,-22%,-2%
O=C(NCc1cccc(C(F)(F)F)c1)c1csc(COCCO)n1,-6%,-0.1,7%,0.3,7%,2,15%,4%
COc1ccc(NC(=O)NC2CCCCC2C)cc1 (stereo not given),-10%,0.1,-2%,-0.6,8%,1,-18%,2%
CCCC[C@H]1COCCS(=O)(=O)N1Cc1cccc(Cl)c1,?,-3.3,-1%,-1.3,0%,11,-7%,6%
CCn1c(SCc2ccc(Cl)c(Cl)c2)nnc1C(C)NC(=O)c1ccc(OC)cc1 (stereo not given),4%,0.0,6%,7.2,-3%,1,-1%,-4%
NC(c1csc(Nc2cc(NCc3ccco3)ncn2)n1)c1ccccc1Cl (stereo not given),-10%,-2.4,-6%,-0.5,17%,-23,-13%,-1%
COc1ccc(OCC(=O)NCCC2=CCCCC2)c([N+](=O)[O-])c1,-5%,2.3,1%,1.6,9%,6,?,-6%
Cc1ccc(C(=O)Cn2c(=N)n(N)c3ccccc32)cc1,-3%,2.5,12%,0.8,19%,-1,5%,6%
COC(=O)C1CCN(C(=O)COc2cc3sc(C)nc3c3sccc23)CC1,-10%,-1.3,4%,-2.0,1%,-5,0%,4%
Cc1cc(NCCCn2ccnc2)n2nc(-c3ccc(Cl)cc3)cc2n1,-6%,-4.6,-14%,-5.2,0%,6,0%,-23%
COc1cccc(NC(=O)CN2CCN(c3ccccc3F)CC2)c1,-4%,0.5,13%,-0.3,12%,-5,5%,-12%
CC1(C)Cc2c(sc(NC(=O)Cc3ccccc3)c2C#N)C(C)(C)N1,-3%,3.0,-20%,0.9,-5%,0,7%,14%
c1ccc2c(c1)NC1(CCCCC1)n1c-2nc2ccccc21,-15%,-0.9,12%,0.6,4%,nt,0%,-6%
Cc1ccccc1C(=O)NC1CC2CCCC(C1)N2Cc1ccc(Cl)cc1 (stereo not given),-6%,-1.0,11%,0.2,4%,1,-3%,2%
COc1ccc(NC(=O)CCC(=O)OCc2ccc(C(=O)Oc3ccc(Cl)cc3)cc2)cc1,-1%,-3.5,3%,-1.1,-8%,nt,-6%,3%
O=C(CSc1nnc(C2CC2)n1C1CC1)c1cc(F)ccc1F,-17%,-5.0,-32%[inhibitor],-0.3,6%,2,-19%,-16%
O=C(c1n[nH]c2ccccc12)N1CCOCC1,0%,-2.0,6%,-0.1,7%,-4,-5%,-5%
CC(Sc1n[nH]c(N)n1)C(=O)C12CC3CC(CC(C3)C1)C2 (stereo not given),-10%,-1.3,6%,2.6,-1%,-26,3%,0%
CC(C)C[C@H]1CNC(=S)N1CC1CCCN1C[C@H](CC(C)C)N1C[C@H](Cc2ccc(O)cc2)N(CC2CCCCCC2)C1=S (stereo not given in full),-3%,-4.7,-24%,-0.9,-14%,11,-18%,-7%
COc1ccc(Cl)cc1NC(=O)Cn1nnc(C(=O)NCCc2ccc(OC)c(OC)c2)c1N,-3%,1.2,-14%,-0.4,-4%,?,?,-12%
CNC(=O)CSc1cnc2ccccc2n1,-2%,0.4,0%,-3.0,-3%,2,19%,2%
CC1(C)CC(=O)C(C=NCCN2CCN(C3CC(=O)N(c4ccc(Br)cc4)C3=O)CC2)=C(O)C1 (stereo not given),27µM*,-2.4,-3%,-1.1,9%,-16,-7%,-25%
Cc1ccccc1S(=O)(=O)N(C)C[C@H]1OCc2cnnn2CCCC(=O)N([C@H](C)CO)C[C@H]1C,-3%,0.3,-3%,-0.6,6%,3,12%,3%
O=C(/C=C/c1cccs1)NC1CCS(=O)(=O)C1 (stereo not given),27µM*,-1.3,1%,0.3,5%,-2,4%,13%
O=C(NC(CC(=O)N1CCN(c2ccccc2O)CC1)c1ccccc1)c1ccccc1Cl (stereo not given),-15%,-0.9,11%,0.1,7%,2,-5%,13%
O=C(Nc1cc(Cl)ccc1-n1cncn1)c1ccc(Br)o1,1%,2.9,-35%[inhibitor],4.7,8%,1,0%,-6%
Cc1ccc(NC(=O)CC(=O)Nc2ccc(C)cc2C)c(C)c1,5%,-0.7,-11%,-0.8,-2%,1,14%,14%
Cc1cc(NC(=O)C2CCCCC2)ncc1NC(=O)c1ccccn1,-8%,0.9,-2%,0.3,2%,-12,-8%,-1%

Only part of the results is shown; count on the stated rates, not on these rows.
